Screens (PubChem BioAssay)
HePTP inhibitor: human HePTP phosphatase inhibition; P35236; recombinant HePTP phosphatase activity, OD absorbance; inhibition, % at 20 µM; 110,000 tested, 0.64% active; AID 521; in the data active = inhibition above about 50%;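 also: plate controls were vehicle for no effect and reference inhibitor for full effect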
Target sequence (P35236 whole entry, looked up): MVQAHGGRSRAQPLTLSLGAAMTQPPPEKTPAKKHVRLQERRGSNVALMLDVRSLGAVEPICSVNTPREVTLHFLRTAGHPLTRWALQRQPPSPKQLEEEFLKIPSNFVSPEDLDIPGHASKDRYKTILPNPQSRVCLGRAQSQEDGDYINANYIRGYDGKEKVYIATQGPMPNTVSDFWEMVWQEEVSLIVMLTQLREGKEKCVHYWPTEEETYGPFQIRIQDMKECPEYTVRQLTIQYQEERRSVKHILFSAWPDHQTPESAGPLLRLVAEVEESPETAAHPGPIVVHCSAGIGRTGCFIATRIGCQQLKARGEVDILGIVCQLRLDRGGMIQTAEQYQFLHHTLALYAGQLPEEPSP
BAP1 inh: blocks human BAP1 ubiquitin-AMC hydrolysis | Q92560 | recombinant BAP1, Ub-AMC hydrolysis fluorescence kinetic; hits give low values | activity remaining (% of control), % at 20 µM | 72,000 tested, 0.48% active | AID 436;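 active = activity remaining at or below 50% of control, provided the compound also passes the data quality filters; inactive = the rest, including low values that fail the filters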;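 also: 100% = DMSO wells rate and 0% = substrate alone blank rate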
Target sequence (Q92560 whole entry, looked up): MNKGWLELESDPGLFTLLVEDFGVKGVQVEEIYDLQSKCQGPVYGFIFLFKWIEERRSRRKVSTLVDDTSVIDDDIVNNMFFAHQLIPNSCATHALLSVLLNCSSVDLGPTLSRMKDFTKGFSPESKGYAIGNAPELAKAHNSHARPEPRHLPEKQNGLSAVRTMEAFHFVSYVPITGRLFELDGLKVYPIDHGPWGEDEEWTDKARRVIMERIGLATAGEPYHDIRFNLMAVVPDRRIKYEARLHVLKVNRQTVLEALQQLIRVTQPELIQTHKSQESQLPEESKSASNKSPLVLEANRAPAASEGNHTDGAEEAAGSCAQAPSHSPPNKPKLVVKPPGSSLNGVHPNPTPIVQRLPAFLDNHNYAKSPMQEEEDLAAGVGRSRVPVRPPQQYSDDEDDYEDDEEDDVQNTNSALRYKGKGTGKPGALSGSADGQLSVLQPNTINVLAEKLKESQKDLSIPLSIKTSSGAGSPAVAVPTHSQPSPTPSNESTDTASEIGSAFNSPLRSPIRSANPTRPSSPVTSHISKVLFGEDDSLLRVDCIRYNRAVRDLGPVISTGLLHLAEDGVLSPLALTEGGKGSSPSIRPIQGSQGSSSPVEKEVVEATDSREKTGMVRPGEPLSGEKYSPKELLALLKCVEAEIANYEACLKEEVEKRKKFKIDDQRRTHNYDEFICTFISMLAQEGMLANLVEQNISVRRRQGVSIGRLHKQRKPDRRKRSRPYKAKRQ
Numbers without * were called inactive; nt = not tested or not shown; & = joins results of further samples.

Each structure is followed by: HePTP inhibitor	BAP1 inh
> NC(=O)c1ccc[n+](CC(=O)OCC23CC4CC(CC(C4)C2)C3)c1
 : 7	nt
> O=C(N/N=C/c1ccccc1C(F)(F)F)c1ccc(CN2CCOCC2)cc1
 : 10	nt
> NC(=O)C1CCN(c2oc(-c3ccccc3F)nc2S(=O)(=O)c2ccc(Cl)cc2)CC1
 : -4	121
> CC(=O)c1c(C)nn(CC(O)COc2ccc3c(c2)CCC3)c1C (stereo not drawn)
 : -10	76
> CCOC(=O)c1c(-c2ccc(-c3ccccc3)cc2)csc1NC(=O)C1CC1
 : 6	nt
> O=S(=O)(c1cccc(S(=O)(=O)N2CCN(c3ncccn3)CC2)c1)N1CCOCC1
 : 10	119
> COc1ccc2[nH]c(=O)c(CN(C3CCCCC3)C(c3nnnn3Cc3ccco3)C(C)C)cc2c1 (stereo not drawn)
 : 0	nt
> CCc1ccc2[nH]c(=O)c(C(c3nnnn3CCOC)N3CCN(c4ccccc4)CC3)cc2c1 (stereo not drawn)
 : 4	91
> O=C(C(c1ccccc1)c1ccccc1)N1CCN(Cc2ccco2)CC1
 : 12	nt
> O=c1[nH]c(C2CCCN(S(=O)(=O)c3ccccc3)C2)nc2c1nnn2Cc1ccccc1F (stereo not drawn)
 : -8	84
> O=C(NC1CCCCC1)NC1CCN(S(=O)(=O)c2ccc3c(c2)OCCO3)CC1
 : 1	nt
> Cc1occc1-c1nnc(SCC(=O)c2ccc(F)cc2)o1
 : -4	115
> O=C(N/N=C\c1cn(-c2ccccc2)nc1-c1ccccc1)c1ccc([N+](=O)[O-])cc1
 : -1	nt
> CCS(=O)(=O)c1ccc2oc(SCC(=O)c3ccco3)nc2c1
 : nt	110
> Cc1ccccc1-c1nc(CN2CCCC(C(=O)NCc3cccnc3)C2)c(C)o1 (stereo not drawn)
 : 1	104
> Clc1ccc(C2=NN(c3ccccc3)C(c3ccco3)C2)cc1 (stereo not drawn)
 : 12	nt
> CC1CCCC(NC(=O)c2cn(C)c3ccc(S(=O)(=O)N4CCCC4)cc3c2=O)C1C (stereo not drawn)
 : -4	100
> NC(=O)c1ccc(OCC(F)(F)C(F)(F)C(F)(F)C(F)(F)C(F)(F)C(F)F)cc1
 : 6	nt
> Cc1cc2c(CC(O)C(Cl)(Cl)Cl)nc(-c3ccccc3)nc2s1 (stereo not drawn)
 : 0	nt
> COc1ccc2c(c1OC)C(=O)OC2CC(=O)c1cc(F)ccc1O (stereo not drawn)
 : 11	nt
> CCn1cc(/C=C(/C#N)C(=O)Nc2ccc(Cl)cc2)c2ccccc21
 : 9	nt
> C(=N\n1cnnc1)/c1ccc(Sc2nnnn2-c2ccccc2)o1
 : 0	nt
> Cn1c(=O)cc(OCC(=O)NCc2ccccn2)c2ccccc21
 : -10	110
> CCOC(=O)c1[nH]c(COC(=O)C2CC(=O)N(Cc3ccccc3)C2)c(C(=O)OCC)c1C (stereo not drawn)
 : -8	118
> CCN(CC)CCOCCOC(=O)C1(c2ccccc2)CCCC1
 : nt	103
> O=C(Nc1ccc(-n2nncc2-c2ccco2)cc1)c1ccc(F)cc1
 : 5	50
> CCOC(=O)CNS(=O)(=O)CCN1C(=O)c2ccccc2C1=O
 : 2&2	nt
> CCC(=O)Nc1ccc(NC(=O)c2ccc([N+](=O)[O-])cc2)cc1
 : 2	nt
> Cc1ccc2cc(CN(Cc3ccco3)C(=O)c3ccccc3)c(=O)[nH]c2c1C
 : -10	56
> O=C(CC1CCCCC1)NCc1cn2ccsc2n1
 : -1	108
> CC(O)C#CCN1C(C)CCCC1C (stereo not drawn)
 : 10	nt
> O=C(NCc1ccccc1)c1nn2c(c1Br)NC(c1cccs1)CC2C(F)(F)F (stereo not drawn)
 : -3	nt
> COC(=O)c1ccc(CSc2nnc3sc4ccccc4n23)o1
 : 4	nt
> O=C(O)c1ccc(S(=O)(=O)c2ccc3c(c2)C(=O)N(c2cccc(C(F)(F)F)c2)C3=O)cc1
 : -7	nt
> CC(=O)OC(C(=O)NCc1ccco1)c1cccnc1 (stereo not drawn)
 : 2	74
> Cc1c(C(=O)NCc2ccc3c(c2)OCO3)sc2nc(-c3ccccc3)cn12
 : 6	56
> COc1ccc(CCNC(=O)c2sc(=S)n(C)c2N)cc1
 : 7	87
> CCOC(=O)N1CCN(C(=O)C(NS(=O)(=O)c2cccc3nsnc23)c2ccccc2)CC1 (stereo not drawn)
 : -3	105
> CCCn1c(=O)c2ccccc2n2c(SCC(=O)/C(C#N)=C(\C)N)nnc12
 : 7	80
> CCN(CC)C(=O)CSc1nc(O)cc(=O)n1-c1ccccc1OC
 : -1	107
> O=C(Nc1ccc(S(=O)(=O)Nc2cnc3ccccc3n2)cc1)c1cc(Cl)ccc1[N+](=O)[O-]
 : -10	nt
> CSCCC(NC(=O)c1ccccc1)C(=O)OCC(=O)Nc1nnc(C)s1 (stereo not drawn)
 : 6	nt
> O=C(Nc1ccc(NS(=O)(=O)c2ccccc2)cc1)c1ccco1
 : 7	nt
> O=C(CN1C(=O)c2ccccc2S1(=O)=O)N1CCN(c2cccc(Cl)c2)CC1
 : nt	70
> CCOc1ccccc1NC(=O)C1CCCN(S(=O)(=O)c2cccc3cccnc23)C1 (stereo not drawn)
 : 7	93
> C=CCOC(=O)C1=C(C)NC(C)=C(C(=O)OCC=C)C1c1ccc(C)o1
 : 8	nt
> COC(=O)CCc1c(C)c(C(=O)c2ccco2)c2ccccn12
 : 0	115
> CN1CCN(CCOCCOc2ccc(Br)cc2)CC1
 : 2	nt
> NC(=O)C1CCN(CCC(=O)Nc2ccc(Br)cc2)CC1
 : 5	71
> Cc1cc(C(F)(F)F)c(C#N)c(SCC(N)=O)n1
 : 7	nt
> c1ccc(-c2nn3c(-c4ccncc4)nnc3s2)nc1
 : 2	103
> COc1ccc(Cl)cc1CSc1n[nH]c(C)n1
 : 3	127
> CCOc1ccc(N(CC(=O)NCc2ccco2)S(=O)(=O)c2ccc(OC)c(OC)c2)cc1
 : 9	89
> O=[N+]([O-])c1ccccc1OCCCCCCNCCO
 : 2	nt
> Nc1c(C(=O)NCC2CCCO2)c2nc3ccccc3nc2n1-c1ccccc1 (stereo not drawn)
 : 3	nt
> CCn1c2ccccc2c2cc(NS(=O)(=O)c3cccc([N+](=O)[O-])c3)ccc21
 : -16	nt
> COc1c(C(=O)/C=C/c2ccccc2)c(O)c(OC)c2occc12
 : -10	nt
> COc1ccc(OC)c(C2Nc3ccccc3NC3=C2C(=O)CC(C)(C)C3)c1 (stereo not drawn)
 : nt	118
> CCCNC(=O)NC(=O)CSc1ncc(C(F)(F)F)cc1Cl
 : 7	86
> COc1ccc(N2C(=O)/C(=C/c3cn(Cc4ccccc4)c4ccccc34)C(=O)NC2=S)cc1
 : -16	nt

In the list so far, 6 have two or more sulfur atoms:
Each structure is followed by: HePTP inhibitor	BAP1 inh
> O=S(=O)(c1cccc(S(=O)(=O)N2CCN(c3ncccn3)CC2)c1)N1CCOCC1
 : 10	119
> CCS(=O)(=O)c1ccc2oc(SCC(=O)c3ccco3)nc2c1
 : nt	110
> COC(=O)c1ccc(CSc2nnc3sc4ccccc4n23)o1
 : 4	nt
> COc1ccc(CCNC(=O)c2sc(=S)n(C)c2N)cc1
 : 7	87
> CCOC(=O)N1CCN(C(=O)C(NS(=O)(=O)c2cccc3nsnc23)c2ccccc2)CC1 (stereo not drawn)
 : -3	105
> CSCCC(NC(=O)c1ccccc1)C(=O)OCC(=O)Nc1nnc(C)s1 (stereo not drawn)
 : 6	nt

(next part)
Each structure is followed by: HePTP inhibitor	BAP1 inh
> CCc1c(O)nc(SCC(=O)c2ccccc2)[nH]c1=O
 : 12	nt
> CCOc1ccc(N2C(=O)CC(N3CCC(C(N)=O)CC3)C2=O)cc1 (stereo not drawn)
 : -3	nt
> COC(=O)c1c(C)nc(C)c2c(=O)oc3ccccc3c12
 : 13	99
> CC(=O)O[C@]1(C(C)=O)CC[C@H]2[C@@H]3C=C(Cl)C4=CC(=O)CC[C@]4(C)[C@H]3CC[C@@]21C
 : 4	110
> CCCC(C)C1C(C#N)=C(N)Oc2cc(N)ccc21 (stereo not drawn)
 : 5	nt
> COc1ccc(N(C(C)C(=O)Nc2cc(C)cc(C)c2)S(C)(=O)=O)cc1 (stereo not drawn)
 : 10	nt
> CCC(C)OC(=O)C1=C(C)NC(=O)NC1c1ccccc1 (stereo not drawn)
 : -11	128
> COC(=O)c1ccccc1OC(=O)c1ccc(Br)o1
 : 11	94
> Cc1cc(CNC(=O)Cc2c(F)cccc2Cl)nn1C
 : -9	122
> CN(C)CCCN1c2ccccc2CCc2ccccc21
 : 6	117&93
> CCOc1ccc(CCNC(=O)C2CCN(c3nn4c(=O)cc(C)nc4s3)CC2)cc1
 : 2	98
> COc1ccc(S(=O)(=O)N(CCN2CCOCC2)Cc2cc(OC)ccc2OC)cc1
 : 4	109
> CCC1(C)Cc2c(C#N)c(N)sc(=S)c2CO1 (stereo not drawn)
 : 14	nt
> COc1ccc2c(C)cc(=S)[nH]c2c1
 : -8&-5	nt
> O=C1CC(C(=O)Nc2ccccc2)C2(CCCC2)O1 (stereo not drawn)
 : -12	85
> Cc1nc(N(CCC(N)=O)CCC(N)=O)sc1C
 : 4	nt
> CCOc1ccc(NC(=O)C2CC(=O)N(C(C)C)C2)cc1 (stereo not drawn)
 : 17	99
> CCOC(=O)/C(=C\Nc1ccc(F)c(F)c1F)[N+](=O)[O-]
 : 5	nt
> COc1ccc(/C(C)=N/NC(=O)CN(c2ccc(C)cc2)S(=O)(=O)c2ccccc2)cc1OC
 : 6	nt
> CC(C)[C@H](NC(=O)NCCc1ccc(F)cc1)C(=O)O
 : 2	96
> CCOc1ccccc1C1CC(=O)NC(SCC)=C1C#N (stereo not drawn)
 : 6	102
> CC1=C(C(N)=O)C(c2ccccc2)n2nc(-c3cccc(C)c3)nc2N1 (stereo not drawn)
 : 1	97
> Cc1ccc(-n2nc(C(=O)NCc3ccco3)c3c4ccccc4n(C)c3c2=O)cc1
 : 5	nt
> CSc1nnc(Cn2c(=O)sc3ccccc32)n1-c1ccccc1
 : -1	89
> O=C1C=CC(=O)C(c2cccc(Cl)c2)=C1
 : 6	nt
> Cc1ccc(S(=O)(=O)NC(=O)Nc2ccccc2F)cc1
 : 6	nt
> COc1cc2c(cc1OC)-c1cc(N3CCCc4ccccc43)nc(=O)n1CC2
 : 3	70
> O=C(c1ccc(C#CC2(O)CCCCC2)cc1)N1CCN(c2cccc(Cl)c2)CC1
 : -8	nt
> CC(=O)Nc1ccc(S(=O)(=O)N(C)CC(=O)Nc2ccccc2N2CCOCC2)cc1
 : -8	126
> O=C(N1CCN(CCO)CC1)N1c2ccccc2C=Cc2ccccc21
 : 1	99

Exported in markdown: 2 of the compounds above.
| molecule | HePTP inhibitor | BAP1 inh |
| --- | --- | --- |
| COc1ccc(/C(C)=N/NC(=O)CN(c2ccc(C)cc2)S(=O)(=O)c2ccccc2)cc1OC | 6 | nt |
| CC(C)[C@H](NC(=O)NCCc1ccc(F)cc1)C(=O)O | 2 | 96 |

More entries:
Each structure is followed by: HePTP inhibitor	BAP1 inh
> Cc1ccc(/C=N\N2CCN(c3ccc(Cl)cc3)CC2)cc1
 : 6	nt
> COc1ccc2c(-c3ccccc3)cc3nnnn3c2c1
 : 11	108
> O=C(C1Cc2ccccc2CN1S(=O)(=O)c1ccc(F)cc1)N1CCCCCC1 (stereo not drawn)
 : 10	88
> COC(=O)C1=NN(C(=O)c2ccc(Br)cc2)C(O)(C(C)(C)C)C1 (stereo not drawn)
 : 2	nt
> CCN(C(=O)C1c2ccccc2Oc2ccccc21)c1ccccc1
 : nt	126
> CCOC(=O)CSC1=C(C#N)C(c2ccccc2OCC)C(C#N)C(=O)N1 (stereo not drawn)
 : 1	95
> CC(=O)CCc1oc2ccc(C)cc2c1-c1ccc(Br)cc1
 : 1	nt
> COc1ccccc1N1CCN(/N=C/c2ccc(Cl)c([N+](=O)[O-])c2)CC1
 : 11	nt
> CC(=C\C(=O)O)/C(=C\CC(C)CCCC(C)C)C(=O)O (stereo not drawn)
 : -12	nt
> COc1ccc(/C=C2/C=C(c3ccc(C)cc3)OC2=O)cc1OC
 : 4	nt
> COc1c2occc2cc2ccc(=O)oc12
 : -6	95
> O=c1[nH]c2ccc(Br)cc2c(-c2ccccc2)c1CN1CCOCC1
 : 4	81
> O=C(NCCc1ccccc1)C1CCN(S(=O)(=O)c2cccc3nonc23)CC1
 : 4	90
> CCOC(=O)c1c(NC(=O)CN2CCN(c3ccccn3)CC2)sc2c1CCCC2
 : -1	82
> Oc1ccc2ccccc2c1CN(Cc1ccccc1)Cc1ccccc1
 : -12	nt
> O=C1CSC(=S)N1/N=C/c1ccc(Cl)cc1Cl
 : 14	nt
> CCOc1ccc(C(=O)COC(=O)c2ccccc2I)cc1
 : 1	nt
> O=S(=O)(c1ccc(F)cc1)n1cccc1
 : 9	nt
> O=C(COc1ccc(Cl)cc1)Nc1nc(-c2ccc(Cl)cc2)cs1
 : -1	nt
> S=C(NCC12CCC3CC(CC(C3)C1)C2)Nc1ccccc1
 : 6	nt
> CN(C)c1ccc(NC(=S)c2ccccn2)cc1
 : 8	87
> O=C(Nc1ccc(Cl)cc1)c1ccc(OC2CSC2)cc1
 : -5	nt
> O=C(COc1ccc(Cl)cc1)N1CCN(C(=O)c2ccc(F)cc2)CC1
 : 6	nt
> Cc1ccc(C(C)(C)C)c(OCC(=O)Nc2ccccc2F)c1
 : 6	nt
> O=C(c1cnccn1)N(c1ccccc1)C1(C(=O)NC2CCCCC2)CCCCC1
 : -1	nt
> O=C(Nc1ccc(S(=O)(=O)NC(=O)C2CCCCC2)cc1)c1ccccc1Cl
 : 8	nt
> N#CC(=C1SC=CS1)c1nc(-c2ccccc2)cs1
 : 10	nt
> O=C(O)CCCCCN1C(=O)C(O)=C(C(=O)/C=C/c2ccccc2)C1c1ccc([N+](=O)[O-])cc1 (stereo not drawn)
 : -9	nt
> Cn1c(=O)c2c(nc(Br)n2Cc2c(F)cccc2Cl)n(C)c1=O
 : 16	110
> COc1ccc(C)cc1NC(=O)c1ccc(NC(=O)CC2SC(N3CCCC3)=NC2=O)cc1 (stereo not drawn)
 : -3	260
> C(=Nc1ccc2c(c1)ncn2-c1ccccc1)c1c[nH]c2ccccc12
 : 5	nt
